# Source: PubChem BioAssay
# Pf Dd2 growth = P. falciparum Dd2 growth inhibition. hit rate 2.3% among 94,000. activity change, % at 10 µM. SYBR Green, 72 h; stronger effect = lower value. AID 1159554; in the data active means activity change below about -80%; inconclusive means no clear call, values can overlap the other calls
# T cruzi growth = inhibitors of T. cruzi proliferation. T. cruzi beta-gal in NIH3T3, GalScreen luminescence, 90 h. inhibition, % at 8.34 µM. hit rate 5.9% among 77,000. AID 624255;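 active means mean inhibition above about 93%, with at least 55% of replicates each passing it, limit read from the data, passing the limit was not always enough; inconclusive means only one of those two conditions holds; inactive means neither condition holds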
# C diff growth = inhibitors of Clostridium difficile growth; Clostridium difficile clinical isolate growth, OD600, 24 h; stronger effect = lower value; growth activity, negative = inhibition, % at 16 µg/mL (by protocol); hit rate 0.25% among 86,000;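 active means mean growth activity at or below -80% and every replicate also at or below -80%; inconclusive means mean at or below -80% but some replicate above -80%; inactive means mean growth activity above -80%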;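 further: 0% = DMSO wells and -100% = levofloxacin 16 µg/mL wells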
# KDM4C inh = blocks human GASC-1 (KDM4C) demethylase activity. AID 720574. Q9H3R0. inhibition, % at 12.5 µM. hit rate 0.15% among 96,000. GST-KDM4C 2-372, H3K9me3 peptide, LANCE TR-FRET;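 active means mean replicate inhibition above about 25%, with at least 55% of replicates also reaching it, limit read from the data, passing the limit was not always enough; inconclusive means only one of those two conditions met; inactive means neither condition met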
# Target sequence (Q9H3R0 2-372 limits assumed): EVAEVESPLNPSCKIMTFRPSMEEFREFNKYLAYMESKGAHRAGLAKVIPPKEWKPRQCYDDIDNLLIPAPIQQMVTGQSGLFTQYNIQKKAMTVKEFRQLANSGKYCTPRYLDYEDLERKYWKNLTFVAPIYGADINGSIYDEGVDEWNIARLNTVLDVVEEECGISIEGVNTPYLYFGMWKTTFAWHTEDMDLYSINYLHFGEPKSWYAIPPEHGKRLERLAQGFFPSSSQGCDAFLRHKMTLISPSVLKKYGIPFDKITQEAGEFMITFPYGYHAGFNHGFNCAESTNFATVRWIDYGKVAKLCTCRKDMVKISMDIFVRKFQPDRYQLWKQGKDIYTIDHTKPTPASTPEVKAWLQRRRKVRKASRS
#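 material = GST-tagged GASC-1 (JMJD2C) catalytic fragment, aa 2-372 | amount = enzyme final amount 10 nM | medium = HEPES buffer, pH 7.5, plus ascorbate | also added = H3K9me3 peptide substrate, Fe(II), 2-oxoglutarate | dosing = single dose | times = 30 min demethylation and 1 h detection at room temperature | detection = LANCE TR-FRET | read-out basis = Fall in 671/618 emission ratio as inhibition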
# An asterisk follows results filed as active; ? = inconclusive; · = no result given; & = joins results of further samples.
SMILES,Pf Dd2 growth,T cruzi growth,C diff growth,KDM4C inh
CN(C)C(=O)c1ccc(-c2ccc3c(c2)[C@@H]2[C@@H](CCN2S(=O)(=O)c2cn(C)cn2)[C@@H](CO)N3)cc1,-12,76,-13,-1.4
COCCNC(=O)C[C@H]1C[C@H]2c3cc(NC(=O)Nc4ccc(F)cc4)ccc3O[C@H]2[C@H](CO)O1,12,-17,1,-0.6
C[C@@H]1CN([C@@H](C)CO)C(=O)c2cc(NC(=O)c3ccncc3)ccc2O[C@@H]1CN(C)Cc1ccc(Cl)c(Cl)c1,-2,23,30,1.7
O=C(Nc1ccccc1F)N[C@H]1CC[C@@H](CCNC(=O)C2CCCCC2)O[C@@H]1CO,-13,37,·,-2.3
CCC(=O)N1[C@@H](CO)[C@@H](c2ccccc2)[C@@H]1CN(C(C)C)S(C)(=O)=O,12,28,-5,1.9
Cc1ccc(S(=O)(=O)Nc2cccc3c2O[C@@H](CN(C)S(=O)(=O)c2ccccc2)[C@@H](C)CN([C@@H](C)CO)C3=O)cc1,-13,-19,3,-0.7
COCC(=O)N1CC2(C1)[C@H](c1ccc(-c3ccccc3)cc1)[C@@H](CO)N2C(=O)COC,-13,·,16,-1.7
CN1CCCCN2[C@H](CO)[C@H](c3ccc(-c4ccccc4)cc3)[C@H]2C1,9,46,2,-0.5
N#C[C@H]1[C@@H](c2ccc(C#Cc3cccc(F)c3)cc2)[C@H](CO)N1C(=O)C1CCCC1,-22,100*,-28,-2.3
Cc1noc(C)c1S(=O)(=O)Nc1ccc2c(c1)C(=O)N([C@H](C)CO)C[C@@H](C)[C@H](CN(C)Cc1ccc(Cl)c(Cl)c1)O2,8,41,-8,0.3
C[C@H]1CN([C@@H](C)CO)S(=O)(=O)c2ccc(C#CC(C)(C)O)cc2O[C@@H]1CN(C)C,·,17,0,0.8
CC(C)CC#Cc1ccc([C@@H]2[C@H]3CN(C(=O)Cc4cccnc4)CC(=O)N3[C@H]2CO)cc1,-3,·,17,-0.1
C[C@@H]1CN([C@@H](C)CO)C(=O)c2cc(NC(=O)c3ccncc3)ccc2O[C@H]1CN(C)CC1CCCCC1,-21,21,2,4.2
COCC(=O)N1CC[C@H]2[C@@H]1c1cc(-c3ccc(OC)cc3)ccc1N(C)[C@H]2CO,7,30,-6,3.9
COc1ccc(NC(=O)N[C@@H]2CC[C@@H](CCNS(=O)(=O)c3cccc(Cl)c3)O[C@H]2CO)cc1,-18,62,7,-1.3
O=C(C[C@@H]1C[C@@H]2c3cc(NS(=O)(=O)c4ccc(F)cc4)ccc3O[C@@H]2[C@@H](CO)O1)NCc1cccnc1,22,24,-9,0.9
CN(C)Cc1cn(CC[C@H]2CC[C@H](NS(=O)(=O)c3ccc(-c4ccccc4)cc3)[C@H](CO)O2)nn1,10,-405,·,0.1
COC(=O)C[C@H]1CC[C@@H]2[C@H](COc3ccc(NC(=O)c4ccccc4F)cc3C(=O)N2C)O1,·,-39,-7,-0.1
C[C@H]1CN([C@@H](C)CO)C(=O)c2cc(NS(=O)(=O)c3cccs3)ccc2O[C@H]1CN(C)S(=O)(=O)c1cn(C)cn1,13,11,-4,-0.8
C[C@@H]1CCCCO[C@@H](CN(C)S(=O)(=O)c2ccccc2)[C@@H](C)CN([C@H](C)CO)C(=O)c2cc(NS(C)(=O)=O)ccc2O1,16,-17,-1,0.4
C[C@@H]1CN([C@@H](C)CO)C(=O)c2cccc(NS(=O)(=O)c3ccc(F)cc3)c2O[C@@H]1CN(C)Cc1ccc(C(=O)O)cc1,8,83,·,1.9
O=C(Nc1ccccc1)[C@@H]1[C@@H](CO)[C@@H]2Cn3c(cccc3=O)[C@H]1N2Cc1ccncc1,2,100*,-3,1.3
C[C@H]1CN([C@@H](C)CO)C(=O)c2cccc(NC(=O)Nc3ccc4c(c3)OCO4)c2O[C@@H]1CN(C)Cc1ccc(Oc2ccccc2)cc1,-15,92*,3,1.5
CCCNC(=O)N1CC2(CN(CC3CC3)C2)c2c([nH]c3cc(OC)ccc23)[C@H]1CO,12,·,20,-1.4

# One compound at a time (already shown).
# `C[C@H]1CN([C@@H](C)CO)C(=O)c2cc(NS(=O)(=O)c3cccs3)ccc2O[C@H]1CN(C)S(=O)(=O)c1cn(C)cn1` is listed with Pf Dd2 growth = 13; T cruzi growth = 11; C diff growth = -4; KDM4C inh = -0.8
# `COc1ccc(NC(=O)N[C@@H]2CC[C@@H](CCNS(=O)(=O)c3cccc(Cl)c3)O[C@H]2CO)cc1` is listed with Pf Dd2 growth = -18; T cruzi growth = 62; C diff growth = 7; KDM4C inh = -1.3

# Remaining list, next part
SMILES,Pf Dd2 growth,T cruzi growth,C diff growth,KDM4C inh
O=C(C[C@H]1C[C@@H]2c3cc(NC(=O)Nc4ccccc4F)ccc3O[C@@H]2[C@@H](CO)O1)NCCc1ccccc1,-20,11,4,0.5
CN1c2ccc(-c3ccccc3)cc2[C@H]2[C@H](CCN2C(=O)c2ccccc2F)[C@H]1CO,8,82,54,2.8
CCC(=O)N1CCCCN2[C@H](CO)[C@H](c3ccc(-c4cccc(C(=O)N(C)C)c4)cc3)[C@@H]2C1,28,91,-5,-1.9
Cc1ccc(S(=O)(=O)N(C)C[C@H]2Oc3ccc(NC(=O)NC(C)C)cc3CC(=O)N([C@@H](C)CO)C[C@@H]2C)cc1,-50,25,4,-0.1
Cc1noc(C)c1NC(=O)Nc1ccc2c(c1)CC(=O)N([C@H](C)CO)C[C@H](C)[C@@H](CN(C)Cc1ccc3c(c1)OCO3)O2,13,72,-1,1.9
O=C(C[C@H]1CC[C@H]2[C@@H](COC[C@@H](O)CN2CC2CCCCC2)O1)NCc1ccc(Cl)cc1,-8,64,·,-1.4
CO[C@H](CN(C)C(=O)Nc1ccc(F)cc1)[C@H](C)CN(Cc1ccccc1Cl)[C@@H](C)CO,-33,78,·,21
COc1ccc2c3c(n(C)c2c1)[C@H](CO)N(Cc1ccc(F)cc1)CC31CCN(CC2CCOCC2)CC1,-22,·,5,0.8
CO[C@@H]1CN(C)C(=O)c2cc(NS(=O)(=O)c3cn(C)cn3)ccc2OC[C@@H](C)N(Cc2ccc(C(F)(F)F)cc2)C[C@H]1C,9,35,3,1.3
C[C@H]1CN([C@@H](C)CO)C(=O)c2cc(/C=C/c3ccccc3)cnc2O[C@H]1CN(C)S(=O)(=O)c1ccccc1F,-41&-54,41&39,-4&-2,-1.6
C[C@H](CO)N1C[C@H](C)[C@H](CN(C)S(=O)(=O)c2cn(C)cn2)Oc2c(NC(=O)C3CC3)cccc2C1=O,57,7,-1,0.0
C[C@@H](O)C#Cc1ccc([C@@H]2[C@H](CO)N3CCCCN(S(=O)(=O)Cc4ccccc4)C[C@@H]23)cc1,-33,76,1,4.1
C[C@@H](NC(=O)C[C@H]1C=C[C@@H](NC(=O)c2cccnc2)[C@H](CO)O1)c1ccccc1,-2,-8,2,-4.0
CCCNC(=O)C[C@H]1C[C@H]2c3cc(NC(=O)COC)ccc3O[C@H]2[C@H](CO)O1,14,-4,4,1.0
C[C@@H]1CCCCO[C@H](CN(C)Cc2ccc(C(F)(F)F)cc2)[C@H](C)CN([C@@H](C)CO)C(=O)c2cc(NC(=O)C3CCCCC3)ccc2O1,-40,117*,15,-2.9
COc1ccc(S(=O)(=O)N(C)C[C@@H]2OCCCC[C@H](C)Oc3ccc(NS(=O)(=O)c4cn(C)cn4)cc3C(=O)N([C@@H](C)CO)C[C@H]2C)cc1,-30,12,-4,-1.6
C[C@@H]1CN([C@H](C)CO)C(=O)Cc2cc(NC(=O)CCN3CCOCC3)ccc2O[C@H]1CN(C)C(=O)Nc1ccc(F)cc1,20,99*,3,-0.2
COc1ccc(-c2cnc3c(c2)C(=O)N([C@@H](C)CO)C[C@H](C)[C@@H](CN(C)C(=O)C2CC2)O3)cc1,14,-132,7,-0.6
Cc1noc(C)c1NC(=O)Nc1ccc2c(c1)CC(=O)N([C@@H](C)CO)C[C@@H](C)[C@H](CN(C)S(=O)(=O)c1ccc(Cl)cc1)O2,-10,0,3,1.3
COc1ccc2c3c([nH]c2c1)[C@@H](CO)N(C(=O)Nc1ccc(F)cc1)CC31CN(Cc2ccc(F)cc2)C1,-67,·,2,-0.2
C[C@H]1CCCCO[C@@H](CN(C)C(=O)Nc2ccccc2)[C@@H](C)CN([C@@H](C)CO)C(=O)c2cc(NS(=O)(=O)c3cccs3)ccc2O1,·,17,0,12
C[C@@H]1CN([C@@H](C)CO)C(=O)CCCn2cc(nn2)CO[C@H]1CN(C)C(=O)Nc1ccnc(N2CCOCC2)c1,7&17,43&-1,4,4.4
O=C(C1CCCCC1)N1C[C@@H]2[C@H](c3ccccc31)[C@@H](CO)N2C(=O)c1ccccc1,-25,18,-1,-2.6
COc1ccccc1NC(=O)N1CCCCN2[C@H](CO)[C@@H](c3ccc(-c4cccc(F)c4)cc3)[C@@H]2C1,-50,111,15,-1.6
C[C@@H]1CCCCO[C@H](CN(C)Cc2ccc3c(c2)OCO3)[C@@H](C)CN([C@H](C)CO)C(=O)c2cc(NC(=O)c3ccccc3)ccc2O1,-50,·,-7,·
COCCNC(=O)C[C@H]1C[C@@H]2c3cc(NC(=O)NC4CCCCC4)ccc3O[C@@H]2[C@H](CO)O1,8,4,·,0.3
C[C@@H]1CN([C@@H](C)CO)C(=O)c2cc(/C=C/c3ccccc3)cnc2O[C@H]1CN(C)C,65,·,-8,-1.2
COc1ccc(NC(=O)N(C)C[C@@H]2Oc3c(NC(=O)Nc4ccc5c(c4)OCO5)cccc3C(=O)N([C@H](C)CO)C[C@H]2C)cc1,-10,1,-5,2.5
Cc1cccc(S(=O)(=O)N2CC[C@@H]3[C@H](CO)N(C)c4ccc(Br)cc4[C@@H]32)c1,24,?,-1,0.1
N#C[C@H]1[C@@H](c2ccc(C#CC3CCCCC3)cc2)[C@H](CO)N1C(=O)Nc1ccc(F)cc1,-52,·,22,0.7
C[C@H](CO)N1C[C@H](C)[C@@H](CN(C)S(=O)(=O)c2ccccc2)Oc2ccc(NS(=O)(=O)c3cccs3)cc2CC1=O,-14,-5,19,3.7
Cc1noc(C)c1S(=O)(=O)Nc1ccc2c(c1)C(=O)N([C@@H](C)CO)C[C@@H](C)[C@@H](CN(C)S(=O)(=O)c1ccccc1)OCCCC[C@H](C)O2,-23,-37,-8,-0.2
O=C(C[C@@H]1C=C[C@H](NC(=O)Nc2ccccc2F)[C@@H](CO)O1)NCc1ccc(F)cc1,-3,34,4,-2.0
C[C@@H]1CN([C@@H](C)CO)C(=O)c2cccc(NC(=O)CCCCCC(=O)Nc3ccccc3N)c2O[C@@H]1CN(C)C(=O)Nc1ccc(C(F)(F)F)cc1,-90*,·,4,-2.0
Cc1ccccc1-c1cnc2c(c1)C(=O)N([C@H](C)CO)C[C@H](C)[C@H](CN(C)Cc1ccncc1)O2,3,50,-2,0.1
C[C@H]1CN([C@@H](C)CO)C(=O)c2cc(-c3ccc(C#N)cc3)cnc2O[C@@H]1CN(C)C(=O)Nc1ccc(C(F)(F)F)cc1,-13,·,-13,7.6

# Sorted by number of heavy atoms (smallest number first): some entries from above.
SMILES,Pf Dd2 growth,T cruzi growth,C diff growth,KDM4C inh
CCCNC(=O)N1CC2(CN(CC3CC3)C2)c2c([nH]c3cc(OC)ccc23)[C@H]1CO,12,·,20,-1.4
O=C(C[C@H]1CC[C@H]2[C@@H](COC[C@@H](O)CN2CC2CCCCC2)O1)NCc1ccc(Cl)cc1,-8,64,·,-1.4
COc1ccc2c3c([nH]c2c1)[C@@H](CO)N(C(=O)Nc1ccc(F)cc1)CC31CN(Cc2ccc(F)cc2)C1,-67,·,2,-0.2
C[C@H]1CN([C@@H](C)CO)C(=O)c2cc(/C=C/c3ccccc3)cnc2O[C@H]1CN(C)S(=O)(=O)c1ccccc1F,-41&-54,41&39,-4&-2,-1.6

# New compounds follow:
SMILES,Pf Dd2 growth,T cruzi growth,C diff growth,KDM4C inh
Cc1ccc(S(=O)(=O)N(C)C[C@H]2OCc3ccccc3-c3c(n(C)c4ccccc34)C(=O)N([C@@H](C)CO)C[C@H]2C)cc1,-86*,47,·,-0.7
COc1cccc(NC(=O)N2C[C@H](O)COC[C@H]3O[C@H](CC(=O)NC4CCC4)CC[C@@H]32)c1,-3,53,6,-2.6
O=C(Nc1ccccc1)N1CC(=O)N2[C@H](CO)[C@H](c3ccc(C#CC4CCCCC4)cc3)[C@@H]2C1,-18,·,-10,-1.1
Cc1ccc(S(=O)(=O)Nc2ccc3c(c2)CC(=O)N([C@H](C)CO)C[C@H](C)[C@@H](CN(C)Cc2ccc(-c4ccccc4)cc2)O3)cc1,-32,46,23,-0.2
CCNC(=O)[C@H]1[C@H](CO)[C@H]2Cn3c(cccc3=O)[C@@H]1N2C(=O)C1CCC1,5,21,1,2.8
O=C(C[C@H]1CC[C@H]2[C@@H](COC[C@@H](O)CN2S(=O)(=O)c2ccccc2)O1)N1CCOCC1,14,-27,1&-4,0.3
Cc1ccc(S(=O)(=O)N(C)C[C@H]2Oc3ccc(NC(=O)Cn4cnnn4)cc3CC(=O)N([C@@H](C)CO)C[C@@H]2C)cc1,-8,26,-2,2.1
